# From PubChem
# Wee1 degr inh: Wee1 degradation inhibitors, primary screen, cell-based, HeLa, Wee1K328M-luciferase, luminescence | reporter increase, % at 5 µM | HeLa Luc-Wee1K328M stability; 100% = proteasome inhibitor MG132 effect | Wee1-like protein kinase (Homo sapiens), P30291 | 220,000 compounds, 1.2% hits;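 active means activation above the mean of all tested compounds plus 3 SD, set per screening run, cut at about 8.8% in these data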;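 further: cells exposed to compound for 20 h before luminescence read; 0% = DMSO alone and 100% = MG132 at 30 µM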
# TbHK1 inh: Trypanosoma brucei hexokinase 1 inhibitors, primary screen, biochemical, G6PDH-coupled NADH absorbance, MLSCN library. hexokinase 1 [Trypanosoma brucei]. recombinant TbHK1, G6PDH-coupled NADH A340. inhibition, % at 10 µM. 220,000 compounds, 0.11% hits. AID 1430, 2008;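 active means inhibition of 50% or more in the single-dose primary screen; inactive means inhibition below 50%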
# TNF death inh: inhibitors of TNF-alpha triggered necroptosis, primary screen, cell-based, Jurkat FADD-/-, single concentration; activation (protection from cell death), % at 10 µM; 220,000 compounds, 0.068% hits; Jurkat FADD-/- TNF necroptosis rescue, ATP luminescence, 24 h; 0 = TNF only, 100 = no-TNF cells;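 active means activation, meaning protection from cell death, of at least 50% relative to plate controls; inactive means activation below 50%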;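 further: necroptosis triggered by 40 ng/mL TNF-alpha added together with compound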
# zVAD death inh: inhibitors of zVAD-triggered necroptosis, primary screen, L929 cells; L929 zVAD necroptosis rescue, ATP luminescence, 24 h; with zVAD 60 µM; viability rescue, % at 10 µM; 220,000 compounds, 0.38% hits;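 active means activation, scaled between plate controls, above about 75%, limit read from the data; inactive means activation under that limit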;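 further: 0% = zVAD with DMSO and 100% = DMSO alone without zVAD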
# PPC-1+TRAIL kill: compounds killing PPC-1 cancer cells with TRAIL present, primary screen, TRAIL potentiator project, ATPLite luminescence, uHTS | 220,000 compounds, 0.41% hits | AID 1443, 2008 | PPC-1 cells + TRAIL, ATPLite viability luminescence | cell killing (% activity), % at 4 µM;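 active means cell killing above 50% in the first pass at 4 µM, then a duplicate retest at 5 µM averaging 50% or more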;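 further: plate controls were cells with TRAIL plus DMSO for no effect and medium-only wells lacking cells for full effect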
# EP2 antag: human EP2 receptor antagonists, primary screen, TR-FRET cAMP, C6 glioma cells | inhibition, % at 25 µM | C6 glioma cells expressing human EP2; cells stimulated with saturating PGE2 | 260,000 compounds, 0.52% hits;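 active means percent inhibition above 40 after rounding to a whole number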;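 further: rat C6 glioma host cells with rolipram phosphodiesterase inhibitor present; the protocol text gives 20 µM as final concentration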
# Target sequence (P43116 whole entry, looked up): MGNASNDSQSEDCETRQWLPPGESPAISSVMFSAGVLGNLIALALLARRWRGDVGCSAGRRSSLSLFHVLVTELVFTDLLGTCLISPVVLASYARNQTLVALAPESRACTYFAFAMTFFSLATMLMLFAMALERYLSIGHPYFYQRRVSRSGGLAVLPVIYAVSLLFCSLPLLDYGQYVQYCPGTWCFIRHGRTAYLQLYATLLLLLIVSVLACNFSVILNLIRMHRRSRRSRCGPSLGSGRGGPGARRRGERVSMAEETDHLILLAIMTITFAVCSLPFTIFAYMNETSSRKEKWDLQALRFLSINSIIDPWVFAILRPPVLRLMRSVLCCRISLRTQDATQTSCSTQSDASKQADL
# FXIIa inh: human FXIIa protease inhibitors, primary screen, biochemical, 1536-well; Coagulation factor XII (Homo sapiens), P00748; inhibition, % at 5 µM; purified FXIIa, Boc-QGR-AMC fluorogenic substrate, 2 h; 220,000 compounds, 0.3% hits; in the data active means inhibition above about 40%;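 further: 0% = enzyme with no compound and 100% = blank without enzyme; many of its hits are not listed in these tables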
# CHOP inhibitor: inhibitors of CHOP promoter induction, primary screen, cell-based, unfolded protein response, luciferase reporter; CHO-K1 CHOP-promoter luciferase, tunicamycin-induced, 15-18 h; inhibition, % at 10 µM; 220,000 compounds, 3.8% hits; AID 2732, 2010;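 active means compounds that reduced the stress-induced luciferase reporter signal by more than about 70% of percent inhibition, limit read from the data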;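 further: 0% = tunicamycin plus vehicle and 100% = wells without tunicamycin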
# FXIa inh 1536: human FXIa protease inhibitors, primary screen, biochemical, 1536-well; inhibition, % at 5 µM; Coagulation factor XI (Homo sapiens), P03951; purified FXIa, Boc-Glu-Ala-Arg-AMC fluorogenic substrate; AID 798, 2007; 220,000 compounds, 0.14% hits;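 active means inhibition of at least 40%; inactive means inhibition below 40%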;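 further: fluorescence of freed AMC excited at 355 nm; 0% = enzyme without compound and 100% = no enzyme blank; many of its hits are not listed in these tables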
# Target sequence (P03951 19-387 limits assumed): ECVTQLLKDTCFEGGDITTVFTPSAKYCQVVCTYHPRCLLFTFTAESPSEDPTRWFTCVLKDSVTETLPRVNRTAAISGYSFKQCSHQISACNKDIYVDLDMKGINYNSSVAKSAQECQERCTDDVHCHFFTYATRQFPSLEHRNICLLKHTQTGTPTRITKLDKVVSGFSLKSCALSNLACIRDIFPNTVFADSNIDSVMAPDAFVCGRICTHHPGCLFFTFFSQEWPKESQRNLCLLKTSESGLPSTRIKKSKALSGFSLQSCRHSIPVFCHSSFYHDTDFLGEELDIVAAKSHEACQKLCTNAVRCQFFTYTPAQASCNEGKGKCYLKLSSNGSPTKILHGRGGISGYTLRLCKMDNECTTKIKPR
# Target sequence (P03951 388-625 limits assumed): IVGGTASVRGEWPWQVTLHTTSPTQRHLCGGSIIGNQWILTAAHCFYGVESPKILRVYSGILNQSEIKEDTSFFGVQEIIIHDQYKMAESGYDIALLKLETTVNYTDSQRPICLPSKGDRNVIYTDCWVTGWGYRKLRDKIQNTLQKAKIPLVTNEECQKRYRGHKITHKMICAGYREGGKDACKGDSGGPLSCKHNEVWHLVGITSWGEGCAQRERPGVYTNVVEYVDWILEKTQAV
# * marks the source's active call; other numbers are inactive results; · = no result given; & = joins results of further samples; [ ] = dose if it differs, or a comment.
SMILES,Wee1 degr inh,TbHK1 inh,TNF death inh,zVAD death inh,PPC-1+TRAIL kill,EP2 antag,FXIIa inh,CHOP inhibitor,FXIa inh 1536
O=C(Nc1ccc(OC(F)(F)F)cc1)c1n[nH]c(Cn2cncn2)n1,-1,-8,-3.7,0.5,16,5,4,38,-4
COC(=O)c1cccc(Cn2cc([N+](=O)[O-])cn2)c1,-2,-6,1.7,2.4,15,5,15,13,12
CS(=O)(=O)N(CC(=O)Nc1cc(Cl)ccc1Cl)c1ccccc1,-2,-6,2.8,0.2,2,6,15,-18,-2
O=C(CSCc1ccc(C(=O)O)cc1)Nc1ccccc1,-3,-1,-0.8,1.5,7,10,12,4,-1
CCOc1cc(NC(=O)C2CCCCC2)c(OCC)cc1NC(=O)c1ccco1,0,7,0.4,1.6,16,9,-3,84*,4
CC1CCN(CCCCOc2ccc(C(=O)c3ccccc3)cc2)CC1,1,5,-1.4,-0.6,18,26,12,13,4
Cn1c(N)c(C#N)c2c(c1=S)COC(C)(C)C2,-3,-14,-1.6,-0.7,20,·,12,7,0
CCc1ccc(C(C)NC(=O)/C=C/c2ccc(Br)cc2)cc1 (stereo not given),0,-9,-1.3,0.4,9,7,4,51,2
COc1ccc(C(=O)Nn2c(C3CCC3)nc3ccccc3c2=O)c(OC)c1,-3,-10,-2.1,-0.3,19,6,-5,17,-7
Cc1ccc(OCC(=O)N/N=C\c2cccs2)c([N+](=O)[O-])c1,2,-13,1.6,-0.1,-1,8,12,30,6
CCNC(=O)NC(=O)C(C)OC(=O)c1cccnc1SC (stereo not given),-3,-17,0.3,0.8,·,5,·,·,·
CC(C)(C)N1CC(c2nc3ccccc3n2Cc2ccc(Cl)cc2)CC1=O (stereo not given),-1,5,-0.3,-1.5,16,6,18,21,5
C=CCn1c(SCC(=O)Nc2nc(C)cs2)nnc1C(C)NC(=O)c1ccccc1Cl (stereo not given),-1,1,-0.9,0.1,17,7,4,-1,-1
COc1ccc(N2CCN(C(=O)c3csc4ccccc34)CC2)cc1,-1,-7,-5.2,-0.1,4,6,4,12,-14
CC(=O)Nc1ccc(OS(=O)(=O)c2ccc(C(C)(C)C)cc2)cc1,-2,-2,1.1,5.1,3,9,6,28,-6
O=[N+]([O-])c1ccc(-c2csc3[n+]2CCS3)cc1,0,-15,-0.3,-0.9,-10,17,7,31,-8
CCOc1ccc(N2C(=O)CN(CC(=O)OC)C2=S)cc1,2,5,-1.3,0.2,·,5,8,4,-2
CC1Cc2ccccc2N1C(=O)CSc1nn2c(=O)c(C(C)(C)C)nnc2s1 (stereo not given),10*,-10,-2.6,2.0,1,8,·,19,-4
CCN(c1ccccc1)S(=O)(=O)c1cc(C(=O)Nc2ccccc2Cl)ccc1F,1,7,3.6,2.0,13,7,11,5,6
N#Cc1nc(N2CCCCC2)nc(N2CCOCC2)n1,-1,-1,-8.3,-0.1,24,17,4,·,-6
O=C1CN(S(=O)(=O)c2ccc(F)cc2)CC(=O)N1CCc1ccccc1,4,-3,0.2,-0.5,33,16,11,4,1
COc1cc2c(cc1NC(C)=O)CCCC2,-1,-3,-0.7,0.1,4,26,-24,12,-10
O=C(c1ccccc1)c1ccc(N2CCNCC2)cc1,-2,-36,1.6,0.1,8,11,-1,6,-5
COc1ccc(-c2nnc(SCc3nnc(-c4ccc(Cl)cc4)o3)n2-c2ccccc2)cc1,2,2,-2.3,-0.1,-3,1,10,46,0
CCn1c2ccccc2c2cc(NC(=O)CSc3nnc(C4CC4)n3Cc3ccco3)ccc21,0,-11,-0.1,0.5,0,10,15,44,5
NNC(=O)CSc1cccc2cccnc12,-1,-8,2.5,·,7,8,10,23,1
Cc1ccc(OCCCNCCO)c(Br)c1,-2,-1,-5.2,-0.5,7,8,-1,-21,-7
O=C(O)CC(c1cccc(C(F)(F)F)c1)N1CCS(=O)(=O)CC1 (stereo not given),2,1,0.0,1.0,-7,3,0,-16,-5
O=[N+]([O-])c1ccc(N2CCN(S(=O)(=O)c3ccc4ccccc4c3)CC2)cc1NCC1CCCO1 (stereo not given),0,4,1.7,0.5,-7,6,9,34,8
Cc1ccc(-c2cc(C(=O)OC3CCOC3=O)c3ccccc3n2)c(C)c1 (stereo not given),-3,-10,0.7,1.8,2,11,-4,63,-1
C=CCN(c1ccccc1)S(=O)(=O)c1c(C)[nH]c(=O)[nH]c1=O,2,2,-0.4,1.1,2,6,5,13,-1
COc1cc(NS(=O)(=O)c2ccc(NC(=S)NC(=O)CC(C)C)cc2)nc(OC)n1,0,-1,-0.4,-0.6,22,10,15,-14,8
O=C1CCCN1CCCNC(=S)Nc1ccc(F)c(Cl)c1,1,-8,-1.7,1.9,19,4,5,2,-6
Clc1ncccc1-c1nnn(-c2ccccc2)n1,2,0,-2.5,0.5,42,14,14,-13,8
O=C(O)c1cccc(-n2cccc2/C=C2/NC(=O)N(c3cccc(Cl)c3)C2=O)c1,3,1,0.8,0.2,9,10,5,-4,4
COc1ccc(NC(=O)c2ccccn2)cc1S(=O)(=O)N1CCOCC1,6,0,0.7,4.6,-7,7,10,11,-1
COc1ccc(CCn2c(C)cc(C(=O)CSc3nnnn3-c3ccccc3)c2C)cc1OC,1,-8,-0.2,-0.2,7,12,13,44,-3
COc1c(C(=O)Nc2ccc(Cc3ccncc3)cc2)ccc2ccccc12,4,-2,-7.8,1.8,6,9,8,28,-4
CCC1=C2CC[C@H]3C(=O)NC(=O)[C@H]3[C@H]2[C@@]2(Cc3ccccc3)C(=NCC(=O)OC)OC(=O)N2C1=O,·,-3,1.5,0.4,20,7,10,-9,2
O=C(NC1(C(=O)NC2CCCC2)CCCCC1)c1ccc2c(c1)OCO2,5,1,0.4,0.6,-5,2,8,44,14
COc1cc2[nH]c(=S)nc(NCCc3ccc(S(N)(=O)=O)cc3)c2cc1OC,2,-5,0.4,4.2,17,2,8,-2,-3
CC(C)CCN1CCN(C2CCN(c3ccc4c(c3)OCO4)CC2)CC1CCO (stereo not given),4,-1,-0.3,-0.9,20,5,9,13,-2
Cc1[nH]c2ccc(F)cc2c1CCN(Cc1cccnc1)C(=S)Nc1ccc(F)cc1,-3,1,2.1,0.6,16,9,12,1,5
Cc1cc(C)cc(NCCC#N)c1,1&-2,-2&-3,4.3&1.0,-0.1&0.1,-5&0,8&9,6&7,-9&1,-7&2
FC(F)(F)c1cccc(OCc2nnc3n2CCC3)c1,2,4,0.4,2.9,18,10,7,30,-2
CSc1scc2c1-c1nc(SCC(=O)C(C)(C)C)ncc1CC2,-2,-7,-0.4,0.6,-2,21,-1,39,-17
COc1cc(NS(=O)(=O)c2ccc(NC(C)=O)cc2)cc(OC)c1,-2,6,-4.4,0.0,-8[5 µM],10,11,·,3
COc1ccc(CCNC(=O)CCc2nc3ccccc3[nH]2)cc1OC,3,-5,-0.3,3.2,9,7,3,-4,-5
O=C(CN1CCOCC1)Nc1ccc(-c2nc3ccccc3[nH]2)cc1,5,3,0.9,-0.2,16,9,5,1,-3
CC(C)(C)NCc1ccc(OCc2cccs2)cc1,1,9,2.0,-0.4,0,7,-10,0,-4

# Other structures:
SMILES,Wee1 degr inh,TbHK1 inh,TNF death inh,zVAD death inh,PPC-1+TRAIL kill,EP2 antag,FXIIa inh,CHOP inhibitor,FXIa inh 1536
CCCCC1=CC2=C(c3ccco3)C(=O)C(C)(OC(=O)c3ccc(OC)cc3)C(=O)C2=CN1CCCOC(C)C (stereo not given),·,-20,-3.4,-1.1,5,15,10,-203,2
Cc1cccc(NC(=O)c2ccc(CN3CCN(Cc4ccccc4)CC3)cc2)c1,2,7,-7.4,0.6,11,8,5,-12,-6
Cc1nn(-c2ccccc2)c(CC(C)(C)C(=O)O)c1C(=O)O,-2,-2,-0.9,0.7,16,8,5,-2,-22
O=C(COc1ccc(C(=S)N2CCC(Cc3ccccc3)CC2)cc1)N1CCOCC1,-4,-8,1.7,0.4,-12,2,3,44,-3
O=c1c(C=NCCCn2ccnc2)c(-c2ccccc2)[nH]n1-c1nc2ccccc2s1,4,-4,-8.2,2.2,1,24,5,-15,2
COc1ccc(N2C(=O)C(F)(F)C2c2cccc(F)c2)cc1 (stereo not given),0,3,-0.1,2.5,11,10,13,13,-2
C/C(=N\NC(=O)COc1ccccc1)c1ccc(O)cc1,1,-11,-0.4,17,0,6,6,50,-2
O=C(NNC(=O)c1ccccc1Cl)c1ccncc1,1,-9,0.4,0.0,17,4,18,13,11
Cc1cc(NC(=O)CSc2cn(C)c3ccccc23)no1,2,5,-0.4,0.5,11,7,14,31,7
COCCN(Cc1cc2cc3c(cc2[nH]c1=O)OCO3)C(=O)c1cccs1,-1,-31,-0.2,2.4,-15,7&9,12,19,-1
CCOc1ccccc1NC(=S)NCC1CCCO1 (stereo not given),4,32,0.5,0.5,-3,5,0,3,1

# Part of the list above, with two lines to a compound:
# Order of results – Wee1 degr inh, TbHK1 inh, TNF death inh, zVAD death inh, PPC-1+TRAIL kill, EP2 antag, FXIIa inh, CHOP inhibitor, FXIa inh 1536
Cc1cccc(NC(=O)c2ccc(CN3CCN(Cc4ccccc4)CC3)cc2)c1
  2, 7, -7.4, 0.6, 11, 8, 5, -12, -6
Cc1nn(-c2ccccc2)c(CC(C)(C)C(=O)O)c1C(=O)O
  -2, -2, -0.9, 0.7, 16, 8, 5, -2, -22
O=C(COc1ccc(C(=S)N2CCC(Cc3ccccc3)CC2)cc1)N1CCOCC1
  -4, -8, 1.7, 0.4, -12, 2, 3, 44, -3
O=c1c(C=NCCCn2ccnc2)c(-c2ccccc2)[nH]n1-c1nc2ccccc2s1
  4, -4, -8.2, 2.2, 1, 24, 5, -15, 2
COc1ccc(N2C(=O)C(F)(F)C2c2cccc(F)c2)cc1 (stereo not given)
  0, 3, -0.1, 2.5, 11, 10, 13, 13, -2
C/C(=N\NC(=O)COc1ccccc1)c1ccc(O)cc1
  1, -11, -0.4, 17, 0, 6, 6, 50, -2
O=C(NNC(=O)c1ccccc1Cl)c1ccncc1
  1, -9, 0.4, 0.0, 17, 4, 18, 13, 11
Cc1cc(NC(=O)CSc2cn(C)c3ccccc23)no1
  2, 5, -0.4, 0.5, 11, 7, 14, 31, 7
COCCN(Cc1cc2cc3c(cc2[nH]c1=O)OCO3)C(=O)c1cccs1
  -1, -31, -0.2, 2.4, -15, 7&9, 12, 19, -1
CCOc1ccccc1NC(=S)NCC1CCCO1 (stereo not given)
  4, 32, 0.5, 0.5, -3, 5, 0, 3, 1

# An excerpt (hit frequency here may not be typical).
